Assay outcomes as filed in PubChem.
L major viab: Leishmania major promastigote growth inhibition, primary screen; Leishmania major promastigotes, resazurin fluorescence viability; inhibition, % at 10 µM; 9% of 200,000 active; AID 1063, 2008; in the data active = inhibition above about 50%;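 note: promastigotes grown with compound for 44 hours at 28 °C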
FLuc inh counter: firefly luciferase enzyme inhibitors, primary screen, artefact control for luciferase-based inhibitor screens, biochemical, luminescence, ATPLite; Luciferin 4-monooxygenase (Photinus pyralis), P08659; 10 min; inhibition, % at 10 µM; 1.5% of 200,000 active; AID 1006, 2008;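 active = inhibition above about 50% when tested at 10 µM, limit read from the data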
Target sequence (P08659 whole entry, looked up): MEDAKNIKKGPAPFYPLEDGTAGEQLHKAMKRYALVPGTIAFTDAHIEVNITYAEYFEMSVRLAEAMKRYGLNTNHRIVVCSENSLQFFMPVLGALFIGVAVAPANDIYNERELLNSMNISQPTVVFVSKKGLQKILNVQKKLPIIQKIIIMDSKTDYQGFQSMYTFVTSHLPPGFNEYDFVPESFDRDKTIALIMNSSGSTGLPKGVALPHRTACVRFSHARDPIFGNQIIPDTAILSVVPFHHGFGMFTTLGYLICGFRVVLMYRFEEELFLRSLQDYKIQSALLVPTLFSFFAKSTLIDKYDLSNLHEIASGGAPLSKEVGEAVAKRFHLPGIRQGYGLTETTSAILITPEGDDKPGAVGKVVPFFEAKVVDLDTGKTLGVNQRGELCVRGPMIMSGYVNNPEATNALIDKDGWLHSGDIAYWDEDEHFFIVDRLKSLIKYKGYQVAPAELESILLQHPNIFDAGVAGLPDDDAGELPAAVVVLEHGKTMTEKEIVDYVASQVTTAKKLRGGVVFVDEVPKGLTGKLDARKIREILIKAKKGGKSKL
FLuc stim CS: FLuc activators, initial screening, artefact control for FLuc-dependent activation tests, biochemical, ATPlite luminescence. 200,000 tested, under 10 active. ATPlite luciferase biochemical, 10 min; 0 = ATP-free wells, 1 = DMSO control. Luciferin 4-monooxygenase (Photinus pyralis), P08659. AID 1027, 2008. activation factor at 10 µM;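 active = luciferase activation factor, scaled between plate controls, of at least 2 with compound at 10 µM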
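Material: Luciferase/luciferin reagent mix; Doses: test compounds dosed from 2 mM stocks in 100% DMSO; Schedule: 10 min incubation after luciferase reagent addition, room temperature; Measured by: luminescence from luciferase reaction; Read-out: luminescence gain marking luciferase activators.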
APP transl inh: inhibitors of APP translation via 5'UTR reporter, primary screen, APP 5'UTR luciferase, SH-SY5Y cells. 0.82% of 190,000 active. SH-SY5Y APP 5'UTR-luciferase reporter, luminescence. inhibition, % at 2 µM;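 active = inhibition above a set limit, derived from the sample mean plus 3 SD, cut at about 45% in these data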; note: values of inactives mirror those of a sister screen read the other way
TNAP act hi DEA: TNAP activators at high phosphate acceptor level, primary screen, biochemical, luminescence, uHTS; Alkaline phosphatase, tissue-nonspecific isozyme (Homo sapiens), P05186; purified TNAP, CDP-star luminescence, 1 M DEA, 30 min; hits give high values; 0 = EDTA background, 1 = DMSO-only activity; activation factor at 20 µM; 200,000 tested, under 10 active; AID 1136, 2008;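 active = activation factor at least 2 at 20 µM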
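Dosing: 20 µM single point. System: human TNAP. Amount: TNAP 1/800 final. Incubation: 30 min, room temperature. Read-out: TNAP activation factor scaled between EDTA and DMSO control wells. Signal: luminescence from CDP-star hydrolysis. Medium: 1 M DEA, pH 9.8, Mg2+, Zn2+. Control set: EDTA negative control, DMSO positive control.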
RAM network inh: inhibitors of the yeast RAM network, primary screen, dse1pr::URA3 reporter, 5-FOA selection; S. cerevisiae dse1pr::URA3 reporter, 5-FOA growth OD615, 2 d; analog-sensitive cbk1-as2 kinase mutant strain; inhibition, % at 50 µM; 1.8% of 190,000 active; AID 868, 2007;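 active = inhibition above a set limit, 3 SD over mean compound inhibition, cut at about 8.4% in these data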;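 note: 0% = DMSO-only wells with no growth and 100% = 10 µM 1-NA-PP1 full growth; inhibition rescues growth on 5-FOA so higher OD means more RAM inhibition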
TNAP inh noacc: human TNAP enzyme inhibitors, primary screen, biochemical, luminescent, no phosphate acceptor, uHTS. Alkaline phosphatase, tissue-nonspecific isozyme (Homo sapiens), P05186. purified TNAP, CDP-star luminescence, 30 min. inhibition, % at 20 µM. 0.26% of 200,000 active;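 active = tissue-nonspecific alkaline phosphatase inhibition above about 50% at 20 µM in the single-dose screen, limit read from the data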;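 note: 0% = DMSO negative control and 100% = EDTA positive control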
TNAP inh hi DEA: human TNAP enzyme inhibitors, primary screen, biochemical, luminescent, high phosphate acceptor level, uHTS; inhibition, % at 20 µM; purified TNAP, CDP-star luminescence, 1 M DEA; 0.03% of 200,000 active; Alkaline phosphatase, tissue-nonspecific isozyme (Homo sapiens), P05186;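 active = over 50% inhibition of tissue-nonspecific alkaline phosphatase at 20 µM in the single-dose screen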;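 note: plate controls were DMSO wells for no effect and EDTA-quenched wells as full inhibition for full effect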
bIAP activator: bovine intestinal alkaline phosphatase activators, primary screen, biochemical, bovine IAP, CDP-star luminescence; AID 1016, 2008; purified bovine IAP, 30 min; hits give high values; fold of DMSO-control signal, blank-subtracted; 0.17% of 200,000 active; alkaline phosphatase, intestinal [Bos taurus]; activation factor at 20 µM;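 active = activation factor of 2 or more at 20 µM, a signal rise over negative controls twice the positive control's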
bIAP inh: bovine intestinal alkaline phosphatase inhibitors, primary screen, selectivity assay for TNAP inhibitor project, biochemical, bovine IAP, CDP-star luminescence; alkaline phosphatase, intestinal [Bos taurus]; 190,000 tested, under 10 active; purified bovine IAP, 30 min; AID 1019, 2008; inhibition, % at 20 µM;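 active = over 50% inhibition of intestinal alkaline phosphatase at 20 µM in the single-dose screen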
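Incubation: 30 min reaction at room temperature / Material: purified bovine intestinal alkaline phosphatase (IAP) enzyme / Input: enzyme at 1/65,000,000 dilution / Dosing: 20 µM single dose / Signal: CDP-star luminescence signal / Reagent: CDP-star chemiluminescent phosphatase substrate, 30 µM final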
* = called active by the depositor; i = inactive; nt = no result given.

#	molecule	FLuc inh counter	APP transl inh	TNAP inh noacc	FLuc stim CS	RAM network inh
1	C=CCNC(=O)C(=O)NCCOc1ccccc1Cl	0	-7	-1	1	2.5
2	O=C(CN1CCN(C(=O)N2CCOCC2)CC1)Nc1ccc(Br)cc1	2	6	-3	1	1.5
3	COc1ccc(/C=C/C(=O)c2ccc(OC)cc2OC)c(OC)c1	3	-8	-2	1	14*
4	CN(C)CCCN(C(=O)COc1ccccc1)c1nc2ccc(F)cc2s1	-2	8	-3	1	1.1
5	C/C=C/c1ccc(OCCCCN2CCN(CC)CC2)c(OC)c1	-5	4	-8	1	-0.7
6	CC1CCc2c(nc3nc[nH]n3c2=O)C1 (stereo not given)	-6	9	-9	1.1	0.8
7	Cc1nn(CC(O)Cn2c3c(c4ccccc42)CCN(C)C3=O)c(C)c1Br (stereo not given)	-8	0	-6	1.1	1.4
8	CNC(=S)NNC(=O)c1sccc1OCc1cccc(C(F)(F)F)c1	-5	-14	-13	1.1	2.7
9	O=c1[nH]c2cc3c(cc2cc1CN(Cc1ccco1)C(=S)NCCCN1CCOCC1)OCCO3	-6	-15	1	1.1	1.0
10	CC1=C(C(=O)N2CCOCC2)C(c2cccs2)NC(=O)N1 (stereo not given)	-4	-1	-15	1	-0.1

#	bIAP activator	L major viab	bIAP inh	TNAP inh hi DEA	TNAP act hi DEA
1	1.1	-6	-14	-4	1
2	1.1	4	-5	5	0.9
3	0.9	10	7	0	1
4	1.1	-1	-6	-6	1.1
5	1.1	86*	-10	-4	1
6	0.9	-4	11	0	1
7	1	32	0	-7	1.1
8	1	-3	1	-4	1
9	1.1	-1	-8	0	1
10	1	-4	3	-7	1.1

#	molecule	FLuc inh counter	APP transl inh	TNAP inh noacc	FLuc stim CS	RAM network inh
11	Cc1ccc(NC(=O)CN(C)C(=O)/C=C/c2cccs2)cc1	-4	-20	-11	1	3.2
12	CC(SCc1ccccc1)C(=O)N/N=C/c1cc2c(cc1Br)OCO2 (stereo not given)	-6	15	-6	1.1	0.7
13	COC(=O)c1ccc(-n2c(C)cc(C(=O)COC(=O)CNS(=O)(=O)c3ccc(C)cc3)c2C)cc1	-9	-11	18	1.1	5.7
14	O=C(CNS(=O)(=O)c1cccs1)NCc1ccc(F)cc1	-2	23	-15	1	1.3
15	COc1ccc(NS(=O)(=O)c2cccc(-c3n[nH]c(=S)n3Cc3ccccc3)c2)cc1	-11	-8	1	1.1	7.5
16	COc1ccc(N/N=C(/Oc2ccc([N+](=O)[O-])cc2)C(C)=O)cc1	-5	0	26	1	0.7
17	CCN(c1ccccc1)S(=O)(=O)c1cc(C(=O)Nc2ccc(Br)cc2)ccc1F	-2	8	0	1	3.0
18	Cc1ccc(CC(=S)N2CCOCC2)cc1	-2	3	-12	1	1.2
19	CO/N=C/NC(=O)c1ccc([N+](=O)[O-])c(CS(=O)(=O)c2ccc(Cl)cc2)c1	-6	-6	-14	1.1	2.4
20	COc1cccc(C2=NOC(C(=O)N3CCN(c4ccccc4)CC3)C2)c1OC (stereo not given)	-5	-6	-4	1.1	1.6

#	bIAP activator	L major viab	bIAP inh	TNAP inh hi DEA	TNAP act hi DEA
11	0.9	-3	7	-4	1
12	0.8	0	18	0	1
13	0.8	-8	18	-3	1
14	1.2	3	-22	-6	1.1
15	1.1	-8	-11	-3	1
16	1	-2	-3	33	0.7
17	1.1	14	-11	3	1
18	1.2	-2	-17	-3	1
19	0.9	-1	10	-8	1.1
20	0.7	-7	32	-4	1

#	molecule	FLuc inh counter	APP transl inh	TNAP inh noacc	FLuc stim CS	RAM network inh
21	Cc1cccc(Cn2c(NCC(C)O)nc3c2c(=O)n(C)c(=O)n3C)c1 (stereo not given)	-4	-15	-10	1	0.2
22	Cc1cccc(NCc2nc3ccccc3n2Cc2ccccc2)c1	-6	-19	-17	1.1	1.6
23	CC1CCN(S(=O)(=O)c2ccc(C(=O)NCc3ccco3)cc2)CC1	-4	-31	0	1	0.2
24	COc1ccc(CN(C(=O)c2cnccn2)C(C(=O)Nc2ccc(F)cc2)c2ccccc2)cc1 (stereo not given)	-5	3	-11	1	1.9
25	O=C(c1ccc(-c2cc(Cl)ccc2Cl)o1)N1CCOCC1	5	-2	-7	1	1.2
26	CCc1ccccc1NC(=S)N(Cc1ccc(OC)cc1)CC1CCC(C(=O)O)CC1 (stereo not given)	-10	18	4	1.1	3.0
27	C#Cc1ccc([C@H]2C=C(C(=O)OCC=C)O[C@@H](OCC)[C@@H]2CCCO)cc1	-4	-9	-1	1	0.6
28	CC1CN(S(=O)(=O)c2cccc(C(=O)NCc3ccc4c(c3)OCO4)c2)CC(C)O1 (stereo not given)	-7	6	-13	1.1	1.2
29	COc1cccc2cc(C(=O)N3CCN(c4ccccc4F)CC3)c(=O)oc12	3	3	-8	1	-0.1
30	NC(N)=NS(=O)(=O)c1ccc(NC(=S)NC(=O)/C=C/c2ccco2)cc1	-6	-2	-14	1.1	0.2

#	bIAP activator	L major viab	bIAP inh	TNAP inh hi DEA	TNAP act hi DEA
21	1	-4	-2	-2	1
22	9.5*	30	i	-6	1.1
23	0.8	1	16	-2	1
24	0.8	62*	19	-3	1
25	1	9	3	-4	1
26	1.1	-9	-14	-3	1
27	1	25	0	-1	1
28	1	8	-1	-6	1.1
29	1.2	-5	-19	1	1
30	1	-4	-2	1	1

#	molecule	FLuc inh counter	APP transl inh	TNAP inh noacc	FLuc stim CS	RAM network inh
31	CC(C)N(C(=O)Cn1cc(S(=O)(=O)CC(=O)NC2CCCCC2)c2ccccc21)C(C)C	-4	-7	-12	1	1.8
32	CCOC(=O)C1=C(C)OC(N)=C(C#N)C1c1c(C)nn(-c2ccc(C)cc2)c1Cl (stereo not given)	-4	-5	-13	1	1.1
33	CCOC(=O)CC1CCCCN1Cc1cn(C)nc1-c1ccc2c(c1)OCCO2 (stereo not given)	-5	-27	-8	1.1	-0.5
34	COc1ccc(Nc2nc(-c3cccs3)cs2)cc1	42	-105	-9	0.6	2.4
35	Cc1cccc(N2CCN(c3nc4nonc4nc3N3CCSCC3)CC2)n1	-11	-11	2	1.1	-0.1
36	COc1ccccc1OCC(=O)Nc1ccc(N2CCCCC2)cc1	-2	-12	-13	1	0.6
37	CCOC(=O)NC(NC(=S)Nc1ccc(OCC)cc1)C(Cl)(Cl)Cl (stereo not given)	1	3	-11	1	6.0
38	CC1(C)CC(=O)C(C=NCCc2ccc(O)cc2)=C(O)C1	2	2	-12	1	1.9
39	CCC(=O)Nc1nonc1-c1nc2ccccc2n1Cc1cccc2ccccc12	-4	89*	-6	1	1.2
40	CCCCCCOc1ccc(N2C(=O)CC(N3CCN(CCN=CC4=C(O)CC(C)(C)CC4=O)CC3)C2=O)cc1 (stereo not given)	-2	4	-5	1	-0.2

#	bIAP activator	L major viab	bIAP inh	TNAP inh hi DEA	TNAP act hi DEA
31	1.1	5	-8	-5	1
32	0.8	11	19	-2	1
33	1	2	1	-7	1.1
34	0.9	-3	11	-2	1
35	1	4	1	-4	1
36	1.3	-4	-31	-5	1.1
37	0.9	-4	14	-2	1
38	0.9	-5	7	-5	1.1
39	0.4	8	nt	4	1
40	1.1	-6	-12	-1	1

One compound at a time, from the list above. Screens in order: FLuc inh counter | APP transl inh | TNAP inh noacc | FLuc stim CS | RAM network inh | bIAP activator | L major viab | bIAP inh | TNAP inh hi DEA | TNAP act hi DEA
CC1(C)CC(=O)C(C=NCCc2ccc(O)cc2)=C(O)C1 in the list: 2 | 2 | -12 | 1 | 1.9 | 0.9 | -5 | 7 | -5 | 1.1
CCOC(=O)NC(NC(=S)Nc1ccc(OCC)cc1)C(Cl)(Cl)Cl (stereo not given) in the list: 1 | 3 | -11 | 1 | 6.0 | 0.9 | -4 | 14 | -2 | 1
CCCCCCOc1ccc(N2C(=O)CC(N3CCN(CCN=CC4=C(O)CC(C)(C)CC4=O)CC3)C2=O)cc1 (stereo not given) in the list: -2 | 4 | -5 | 1 | -0.2 | 1.1 | -6 | -12 | -1 | 1

4 compounds from above, ordered by SMILES length, ascending:
#	molecule	FLuc inh counter	APP transl inh	TNAP inh noacc	FLuc stim CS	RAM network inh
38	CC1(C)CC(=O)C(C=NCCc2ccc(O)cc2)=C(O)C1	2	2	-12	1	1.9
32	CCOC(=O)C1=C(C)OC(N)=C(C#N)C1c1c(C)nn(-c2ccc(C)cc2)c1Cl (stereo not given)	-4	-5	-13	1	1.1
31	CC(C)N(C(=O)Cn1cc(S(=O)(=O)CC(=O)NC2CCCCC2)c2ccccc21)C(C)C	-4	-7	-12	1	1.8
40	CCCCCCOc1ccc(N2C(=O)CC(N3CCN(CCN=CC4=C(O)CC(C)(C)CC4=O)CC3)C2=O)cc1 (stereo not given)	-2	4	-5	1	-0.2

#	bIAP activator	L major viab	bIAP inh	TNAP inh hi DEA	TNAP act hi DEA
38	0.9	-5	7	-5	1.1
32	0.8	11	19	-2	1
31	1.1	5	-8	-5	1
40	1.1	-6	-12	-1	1
